High-throughput results as filed in PubChem BioAssay.
H9c2 TAG inh: inhibitors of triacylglycerol accumulation | H9c2 cells, Nile Red lipid (TAG) fluorescence; cells loaded with 200 µM oleic acid | inhibition, % at 12.5 µM | 230,000 tested, 0.66% active | AID 651582;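 active means pattern-corrected inhibition of lipid staining of at least 50% with the nuclear-stain viability signal not falling by more than 50%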;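 further: 0% = DMSO wells and 100% = triacsin C control wells; some results filed as inactive read as strong as hits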
H9c2 TAG inh DAPI viability: recorded beside H9c2 TAG inh, whose call it bears; DAPI nuclei signal change (viability), lower = more cytotoxic, %;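 whole-well DAPI fluorescence read on a plate reader as a viability signal; minus 50 percent equals half of cells still viable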
Starred values were filed as active, the others as inactive. The list is partial, so the mix of outcomes need not match the whole.

Structure | H9c2 TAG inh | H9c2 TAG inh DAPI viability
COc1ccc(NC(=O)CSCC(=O)N(C)CC(=O)Nc2ccc(Cl)c(C(F)(F)F)c2)cc1 | -33 | -3
Cc1noc(C)c1S(=O)(=O)N1CCCC(C(=O)Nc2nccs2)C1 (stereo not drawn) | 3 | -7
Cc1ccc(S(=O)(=O)N2CCCCC2)cc1NC(=S)NC(=O)c1ccco1 | -20 | 10
O=c1c2ccccc2nc2n1CCc1c-2[nH]c2ccccc12 | 6 | 9
O=C(COC(=O)c1cccc([N+](=O)[O-])c1)NNC(=O)c1cccs1 | 13 | 0
O=C(O)CCN1C(=O)/C(=C\c2ccc(-c3nc4ccccc4s3)o2)SC1=S | 1 | 1
CCOC(=O)CSC1=NC(=O)CS1 | 17 | 4
O=C(CCCN1C(=O)/C(=C/c2ccccc2)SC1=S)Nc1cccc(O)c1 | 0 | -12
CCN1C(=O)C2(C(C#N)=C(N)Oc3n[nH]c(C(C)C)c32)c2ccccc21 (stereo not drawn) | 2 | -2
CC(C)N1CCN(Cc2cn[nH]c2C2CCCCC2)CC1CCO (stereo not drawn) | 4 | -5
CCN(CC(=O)N1CCOCC1)S(=O)(=O)c1ccc2ccccc2c1 | 10 | -2
Cn1c(=O)c2c([nH]c(=S)n2Cc2ccc(Cl)cc2)n(C)c1=O | -1 | -5
COc1ccc(NC(=O)c2cc(C)cc(C)c2)cc1[N+](=O)[O-] | 13 | -11
N#C/C(C(=O)c1ccccc1)=C1/CCCN1 | 2 | 13
CC(=O)c1c(C)[nH]c(C(=O)COC(=O)c2cc(C)oc2C)c1C | 0 | 5
COc1ccc(C(NC(=O)C2CCN(CCOc3ccc(Cl)cc3Cl)CC2)c2ccccc2C)cn1 (stereo not drawn) | -5 | 17
Cc1ccccc1CN(c1ccc(C(=O)N2CCN(C)CC2)cc1)S(C)(=O)=O | 0 | -3
Cc1nc2ccccc2c(=O)n1/N=C/c1c(O)ccc2ccccc12 | -11 | -3
Cc1cc(C(=O)N2CCCC(CCC(=O)N3CCN(c4ccccn4)CC3)C2)c(C)o1 (stereo not drawn) | -5 | -13
Cc1ccc(NC(=O)c2ccc(OCc3c(C)noc3C)cc2)c(C)c1 | 8 | -4
Cc1sc2nc(SCC(=O)N(C)c3ccccc3)n(C)c(=O)c2c1C | 3 | -10
CCOc1ccc(NC(=O)Cn2nnc(-c3ccccc3NC(=O)CC)n2)cc1 | 48 | 12
COc1ccc(CC(=O)OCC(=O)NC2CC2)cc1 | -7 | 2
COc1ccc(Cl)cc1-c1n[nH]c(=S)o1 | -1 | -2
Clc1ccccc1-c1nnc(-c2cccs2)o1 | -9 | 3
CCOc1cc(C)c(S(=O)(=O)NC2CC(C)(C)NC(C)(C)C2)cc1C | 12 | -2
COc1ccc(C(=O)C(CCCCC(CN(C)C)C(=O)c2ccc(OC)cc2)CN(C)C)cc1 (stereo not drawn) | 39 | 3
COc1ccc(NC(=O)CN2C(=O)COc3ccc(C)cc32)c(OC)c1 | -4 | 2
COc1ccc(CCN(C)C(=O)C2CC(=O)N(Cc3ccc(C)cc3)C2)cc1OC (stereo not drawn) | 7 | 0
Cc1ccc(CNC(=O)C2CCCN2C(=O)NCc2ccccc2)cc1 (stereo not drawn) | 14 | -12
COCCN(C(=O)c1ccco1)c1nnc(-c2ccc(F)cc2)s1 | 4 | 6
CNCC(=O)Nc1ccc(Cl)c(C(F)(F)F)c1 | 6 | -2
O=C(c1ccc(CN2CCc3ccccc3C2)cc1)N1CCc2ccccc2C1 | -4 | -7
CCOCc1c(C(=O)N2CCN(CCOc3ccc(Cl)cc3)CC2)oc2ccccc12 | -18 | 5
CCOC(=O)C1(C)CCCN(C(=O)c2cc(F)cc(F)c2)C1 (stereo not drawn) | 27 | -8
Cc1ccc(S(=O)(=O)Nc2nc3ccccc3nc2NCC2CCCO2)cc1C (stereo not drawn) | 8 | -2
COc1ccc(-c2ccc3c(c2)O[C@H](CN(C)C(=O)Nc2ccccc2F)[C@@H](C)CN([C@H](C)CO)S3(=O)=O)cc1 | 44 | -9
CC(C)n1cc2c(N)ncnc2n1 | -22 | 20
CCC(=O)Nc1ccc2c(c1)nc(CCN1CCN(C)CC1)n2C | 6 | 7
Cc1ccc(S(=O)(=O)N(CC(=O)Nc2ccc(Cl)cc2)C(=O)N2CCN(C)CC2)cc1 | -4 | 4
O=S(=O)(c1cc(Cl)c(Cl)cc1Cl)N1CCN2CCCC2C1 (stereo not drawn) | -6 | -6
C#CCNC(=O)C1=C[C@H](c2coc3ccccc3c2=O)[C@@H](CCCO)[C@H](OCC)O1 | 15 | 1
c1ccc(-c2nc(NCCCn3ccnc3)c3ccccc3n2)cc1 | 0 | 30
COC(=O)c1cccc(-n2c(CCC(=O)O)ccc2-c2cccs2)c1 | -3 | -1
COc1ccc([N+](=O)[O-])cc1NC(=O)COC(C)=O | 2 | -5
Cc1cccc(C)c1N1CCN(C(=O)N2CCCCC2)CC1 | -4 | -1
COc1ccc(Cc2nn3c(-c4ccccc4OC)nnc3s2)cc1 | 9 | -11
COc1ccccc1C(=O)Nc1cccnc1 | -10 | 4
CC(=O)Nc1ccc(NC(=O)c2c(-c3ccccc3Cl)noc2C)c(C)c1 | 6 | 2
COc1ccc(OC)c2cc3ccccc3cc12 | -5 | -8
CCOc1ccc(C(=O)NC(C(=O)NCC2CCCO2)C(C)C)cc1 (stereo not drawn) | -5 | -4
COc1ccc(C(=S)Nc2ccc(C)cc2)cc1 | -6 | -10
Cc1ccc(S(=O)(=O)N2CCCCC2CCNC(=O)C(=O)NC2CCCC2)cc1 (stereo not drawn) | -20 | 1
CC(C)CNC(=O)c1coc(=O)c(Br)c1 | 60* | -40*
COC(=O)c1noc(C)c1-c1ccnn1C(=O)c1ccc(Cl)cc1 | 9 | -1
O=[N+]([O-])c1ccccc1/C=C/CN1CCN(Cc2ccc3c(c2)OCO3)CC1 | 10 | 1
Cc1ccsc1C(=O)NNC(=O)C1CCCCC1C(=O)O (stereo not drawn) | 2 | 21
CN(C)C(CNS(=O)(=O)c1ccc(Cl)cc1)c1cccnc1 (stereo not drawn) | -7 | -9
O=C(c1ccc(Br)o1)N1CCN(c2ccc3nnc(-c4ccccc4)n3n2)CC1 | 8 | 2
Cc1nnc(NC(=O)CCCCCN2C(=O)C3C4C=CC(C4)C3C2=O)s1 (stereo not drawn) | -3 | 14

New compounds follow.
Structure | H9c2 TAG inh | H9c2 TAG inh DAPI viability
O=C(O)c1ccc(COc2c(F)c(F)cc(F)c2F)o1 | 17 | -9
CC(=O)c1ccccc1Oc1cc(NN2CCCCC2)c([N+](=O)[O-])cc1[N+](=O)[O-] | -10 | -3
O=C(CN1CCCC1)Nc1ccc(OCc2ccccc2)cc1 | -30 | 13
NC1=NC(c2ccccc2)=NC1(NC(=O)c1ccccc1)C(Cl)Cl (stereo not drawn) | 0 | 3
O=C(O)c1ccccc1C(=O)NC1Cc2ccccc2C1 | -9 | 2
O=C(COC(=O)c1cc(Cl)nc(Cl)c1)NCCc1ccc(F)cc1 | 11 | -3
COc1ccc(C(=O)Nc2ccc(CN3CCCCC3)cc2)cc1 | -14 | 9
O=C(C=Cc1ccco1)c1ccco1 | 18 | -2
Cc1ccc(S(=O)(=O)CCC(=O)OCC(=O)NCc2ccc(Cl)cc2)cc1 | -10 | 2
Cc1c(C(=O)Nc2c(F)cccc2F)sc2ncnc(N3CCN(c4ccccc4)CC3)c12 | -5 | -6
CC(=O)c1cccc(N(CC(=O)Nc2ccccc2F)S(C)(=O)=O)c1 | -5 | 5
Nc1cc(N2CCCC2)c(Cl)cc1[N+](=O)[O-] | 3 | 1
O=C(c1cnc(Cl)c(Cl)c1)N1CCN(S(=O)(=O)c2cccs2)CC1 | 9 | -5
COc1ccc(-c2nnc(Nc3nc4c(OC)cccc4s3)o2)cc1 | -7 | -3
COCCN(C(=O)CSc1nnc(-c2ccc(C)c(C)c2)o1)c1c(N)n(CC(C)C)c(=O)[nH]c1=O | 4 | -2
O=C(CSc1nc(-c2ccccc2)cs1)N1CCN(C(=O)c2ccco2)CC1 | 5 | -9
CCc1ccc(N2C(=O)CC(N3CCN(Cc4ccc5c(c4)OCO5)CC3)C2=O)cc1 (stereo not drawn) | -14 | 1
Cn1nc(CC(=O)NC2CCCCCCCCCCC2)c2ccccc2c1=O | -33 | 1
CC(C)(C)n1nnnc1SCC(=O)Nc1nn(-c2ccccc2)nc1C(N)=O | -13 | 3
CCCNC(=O)Nc1nc(C(N)c2ccc(OC)cc2)cs1 (stereo not drawn) | -2 | 0
CCNS(=O)(=O)c1ccc(NC(=O)CC(C)c2ccccc2)cc1 (stereo not drawn) | -5 | 5
CC(=O)Nc1ccc(Sc2ccccc2C(=O)Nc2ccc(F)cc2)cn1 | -7 | 5
COc1ccc(NC(=O)CSc2ccc3c(c2)OCCO3)cc1 | -19 | 9
COc1ccc(CC(=O)OCC(=O)NCc2ccc(F)cc2)cc1 | -8 | 12
O=C(CCNS(=O)(=O)c1ccccc1F)OCc1ccccc1Cl | 1 | -2
CCOc1ccc(/C=C2\SC(=S)NC2=O)cc1OC | 1 | 0
CC1(Oc2ccc3ccccc3c2)CCN(Cc2ccc(OC(F)(F)F)cc2)C1 (stereo not drawn) | -15 | 3
CCCCOC(=O)C1CCCC(C(=O)OCCCC)N1 (stereo not drawn) | 11 | 1
S=C(Cc1ccc(Cl)cc1)N1CCOCC1 | 1 | -3
O=C(NC(CO)C(O)c1ccc([N+](=O)[O-])cc1)C(Cl)Cl (stereo not drawn) | -4 | -6

Given with values under each structure: part of the list above
Values in the order – H9c2 TAG inh	H9c2 TAG inh DAPI viability
> COc1ccc(C(=O)Nc2ccc(CN3CCCCC3)cc2)cc1
  -14	9
> O=C(C=Cc1ccco1)c1ccco1
  18	-2
> Cc1ccc(S(=O)(=O)CCC(=O)OCC(=O)NCc2ccc(Cl)cc2)cc1
  -10	2
> Cc1c(C(=O)Nc2c(F)cccc2F)sc2ncnc(N3CCN(c4ccccc4)CC3)c12
  -5	-6
> CC(=O)c1cccc(N(CC(=O)Nc2ccccc2F)S(C)(=O)=O)c1
  -5	5
> Nc1cc(N2CCCC2)c(Cl)cc1[N+](=O)[O-]
  3	1
> O=C(c1cnc(Cl)c(Cl)c1)N1CCN(S(=O)(=O)c2cccs2)CC1
  9	-5
> COc1ccc(-c2nnc(Nc3nc4c(OC)cccc4s3)o2)cc1
  -7	-3
> COCCN(C(=O)CSc1nnc(-c2ccc(C)c(C)c2)o1)c1c(N)n(CC(C)C)c(=O)[nH]c1=O
  4	-2
> O=C(CSc1nc(-c2ccccc2)cs1)N1CCN(C(=O)c2ccco2)CC1
  5	-9
> CCc1ccc(N2C(=O)CC(N3CCN(Cc4ccc5c(c4)OCO5)CC3)C2=O)cc1 (stereo not drawn)
  -14	1
> Cn1nc(CC(=O)NC2CCCCCCCCCCC2)c2ccccc2c1=O
  -33	1
> CC(C)(C)n1nnnc1SCC(=O)Nc1nn(-c2ccccc2)nc1C(N)=O
  -13	3
> CCCNC(=O)Nc1nc(C(N)c2ccc(OC)cc2)cs1 (stereo not drawn)
  -2	0
> CCNS(=O)(=O)c1ccc(NC(=O)CC(C)c2ccccc2)cc1 (stereo not drawn)
  -5	5
> CC(=O)Nc1ccc(Sc2ccccc2C(=O)Nc2ccc(F)cc2)cn1
  -7	5

Later entries:
Structure | H9c2 TAG inh | H9c2 TAG inh DAPI viability
Nn1c(SCC(=O)Nc2ccc(N3CCOCC3)cc2)nnc1C1CC1 | 5 | 8
O=C(Oc1nsnc1N1CCOCC1)N(c1ccccc1)c1ccccc1 | -41 | 8
Cc1noc(C)c1COC(=O)Cc1ccc(Cl)cc1 | 11 | -2
O=C(OCC#CCSc1nnc(-c2cccc3ccccc23)o1)c1ccc(Br)cc1 | -11 | 4
CCc1nc2oc3ccccc3c(=O)c2c(=O)n1CCOC | -4 | 10
CC(=O)N1CCc2c(sc3c2c(=O)n(Cc2ccccc2)c(=O)n3CC(=O)NCC2CCCO2)C1 (stereo not drawn) | 24 | 1
CCN1CCN(CNC(=O)c2cnccn2)CC1 | 11 | 7
Cn1ncc2c(=S)nc(Cl)[nH]c21 | -2 | -26
O=C(COC(=O)c1cc(F)c(F)cc1Cl)NC1CC1 | 4 | -10
Cc1ccc2nc(SCC3CCCCO3)[nH]c2c1 (stereo not drawn) | -20 | 6
O=C(O)CCN(Cc1ccccc1)S(=O)(=O)c1ccccc1Cl | 3 | 5
Cc1cccc(CSc2nnc([C@@H]3CCCN3C(=O)OC(C)(C)C)o2)c1 | 29 | -16
CCOC(=O)C(=NC(C)CC)NNc1ccc(Br)cc1 (stereo not drawn) | 5 | -3
OC(CN1CCOCC1)Cn1c(-c2cccc(Cl)c2)nc2ccccc21 (stereo not drawn) | -4 | -9
COc1ccc(-c2cc(-c3cccs3)c(C#N)c(SCC(=O)NCc3ccccc3OC)n2)cc1 | 1 | 1
CC(C)CNC(=S)N1CCC(C(=O)c2ccc(Cl)cc2)CC1 | 6 | 5
CCn1c(C)c(C(C)=O)c(N2CCN(c3ccc(F)cc3)CC2)nc1=S | -6 | -2
COc1ccc(-c2ccc3[nH]c4c(c3c2)CCN2C(=O)[C@@H]([C@H](C)O)[C@@H](N(C)C(=O)Nc3ccccc3)C[C@@H]42)cc1 | 13 | 8
O=C(COC(=O)C12CC3CC(CC(C3)C1)C2)NCc1ccco1 | 7 | 1
CCCN(Cc1nnc(-c2cccs2)o1)C(=O)c1cccc(S(=O)(=O)N2CCOCC2)c1 | 8 | -5
CCC(C(=O)OCC(=O)Nc1c(Cl)cc(Cl)cc1Cl)c1ccccc1 (stereo not drawn) | 4 | 2
Cc1cc(C)c(NC(=O)CCCSc2nnc(N)s2)c(C)c1 | -2 | 7
O=C(CCCn1c(=S)[nH]c2cc3c(cc2c1=O)OCO3)N1CCN(c2ccccc2)CC1 | -5 | 20
Cc1ccc(OCC(=O)NC2CCSc3ccccc32)cc1 (stereo not drawn) | -2 | -9
NC(=O)CC[C@H](NC(=O)OCc1ccccc1)C(=O)OCc1ccc(Cl)cc1 | 5 | 9
